Source: PubChem BioAssay
All columns: NCI-60 one-dose screen, growth in % after 48 h at 10 µM unless noted; 100 = growth as untreated, 0 = no growth, -100 = all killed.
UACC-257 = UACC-257 melanoma. hit rate 4.4% among 78,000
BT-549 = BT-549 breast cancer | AID 1794793 | hit rate 4.4% among 78,000
T-47D = T-47D breast cancer; hit rate 5% among 79,000; AID 1794792
LOX IMVI = LOX IMVI melanoma; hit rate 7.4% among 79,000
MCF7 = MCF7 breast cancer. hit rate 6.3% among 82,000
UACC-62 = UACC-62 melanoma | hit rate 5.4% among 81,000
MALME-3M = MALME-3M melanoma | hit rate 5.8% among 78,000 | AID 1794766
HS 578T = HS 578T breast cancer; hit rate 4.1% among 78,000
* marks the source's active call; other numbers are inactive results; nt = no result given; & = joins results of further samples. The calls were made as follows: active = growth percent below 10; inactive = the rest.

Structure	UACC-257	BT-549	T-47D	LOX IMVI	MCF7	UACC-62	MALME-3M	HS 578T
CCCCCCC12CCC(=O)N1CCc1cncn12 (stereo unspecified)	101.1	113.7	91.9	101.9	94.8	95.6	119.6	112.1
c1ccc(C2CN3CCSC3=N2)cc1 (stereo unspecified)	106.8&116.4&100.1&96.7	96.2&105.8&111.0&111.3	118.4&103.7&106.2&102.9	92.5&107.0&97.0&104.7	100.2&90.3&100.5	100.5&105.9&98.5&111.2	85.6&96.9&114.3&115.2	97.6&103.3&73.2&128.3
NNC(=O)COc1ccccc1	84.7	100.9	79.6	95.7	89.1	98.6	102.7	92.4
CCCCOc1ccc(SCCCN2CCOCC2)cc1	102.6	109.1	82.8	100.2	107.3	89.7	107.6	nt
COc1cc(-c2nc(N3CCN(c4ccccc4)CC3)c3ccccc3n2)cc(OC)c1OC	120.3	94.6	83.5	97.9	90.7	88.4	102.8	84.4
Cc1nc2scc(-c3ccc(Cl)cc3)n2c(=O)c1CCNc1ccc(S(=O)(=O)N=C(N)N)cc1	106.2	99.4	84.1	93.7	89.0	95.7	91.8	104.4
O=C1c2ccccc2-c2nnc(-c3ccc(Br)cc3)cc21	52.6	71.5	52.7	1.8*	14.8	16.0	-3.8*	48.2
CCOC(=O)C1=C(C(=O)c2ccc(Br)cc2)C(c2ccc(O)c(O)c2)NC(=S)N1 (stereo unspecified)	114.5	94.0	85.5	88.8	93.2	92.2	105.3	nt
CC(C)(C)C(=O)Nc1cccc(NC(=O)c2ccccn2)c1	98.5	91.2	103.9	99.1	93.0	92.5	90.8	91.8
CN(C)CC1C(=O)O[C@H]2[C@H]1CC/C(COC(=O)NCc1ccc(Cn3c(=O)sn(CCCI)c3=O)cc1)=C\CC[C@@]1(C)O[C@@H]21 (stereo partly specified)	-39.8*	50.1	-55.5*	-75.8*	-55.4*	15.9	-75.6*	82.5
O=C(Cn1cc(CN2CCN(c3ccnc4cc(Cl)ccc34)CC2)nn1)Nc1cccc(F)c1	107.5	90.1	92.3	91.3	93.7	84.9	101.6	86.5
CN1c2ccccc2N(C)C1c1ccc2c(c1)OCO2	107.0	82.6	71.7	nt	87.9	73.8	91.0	100.7
COc1ccccc1OC(=O)c1ccccc1	123.9	131.0	112.3	110.3	219.0	nt	106.0	113.4
Cc1ccc2c(c1)c1nc3cc(C)c(C)cc3nc1n2CCN(C)C	13.1	50.2	23.2	nt	-6.8*	12.3	-8.1*	50.1
COc1cc2cc(/C=C/C(=O)c3ccc(Nc4nccc(-c5ccc6ccccc6c5)n4)cc3)c(=O)[nH]c2cc1OC	104.3	114.9	103.4	101.6	88.2	100.8	110.1	94.1
COC(=O)C(=O)c1cc2ccccc2n1S(=O)(=O)c1ccccc1	94.0	98.5	92.5	94.7	97.5	96.2	92.7	99.6
CCNC(=O)N1CCc2cc(OC)c(OCCc3ccc(OC)cc3)cc2C1c1ccc(OC)cc1C (stereo unspecified)	50.5	22.9	42.3	4.0*	21.5	19.5	45.9	1.3*
Cc1cc(C)n(-c2cn3c(-c4ccc(Cl)cc4)csc3n2)n1	104.1	113.4	80.7	91.9	85.1	86.9	93.1	94.3
O=C(NCCNC(=O)c1ccccc1)c1ccccc1	102.4	97.3	83.1	89.8	104.1	91.7	83.2	96.9
COC(=O)C(C)CSCc1ccccc1 (stereo unspecified)	98.5	102.4	93.1	98.7	93.3	96.0	97.3	99.0
COc1ccc(CCN(Cc2cc(OC)c(OC)c(OC)c2)c2c(NC3CCCCC3)oc(=O)c3ccccc23)cc1OC	92.5	113.1	91.9	73.6	88.5	79.7	110.0	95.3
NC(=O)NC(=O)/C=C/C(=O)OCCCl	77.4	106.3	69.0	98.6	92.2	103.6	95.9	nt
CC(=O)CC(=O)NCCCN1CCCCCC1	99.9	95.3	87.4	94.0	82.9	101.5	114.9	105.3
Cc1c(NS(=O)(=O)c2ccccc2)c(C)c(NS(=O)(=O)c2ccccc2)c(C)c1NS(=O)(=O)c1ccccc1	68.8	99.8	nt	99.8	98.5	89.6	128.7	91.5
CCCCCCCCCCCCCCNc1nc(Cl)ncc1-c1ccc(C(F)(F)F)cc1	105.0	100.7	100.5	nt	103.2	113.5	94.8	109.2
O=C1c2ccccc2C(=O)c2c1c(C(=O)NCc1ccccc1)c1ccccn21	90.2	101.1	103.4	103.2	79.0	92.2	108.3	97.9
C=C(C)/C=N/O	122.5	115.4	92.9	100.9	97.5	107.7	99.7	117.0
Clc1ccc2oc3c(OCCCn4ccnc4)c4ccccc4nc3c2c1	96.4	95.7	74.6	42.8	63.2	83.1	97.9	87.8
Nc1cc([N+](=O)[O-])ccc1F	104.9	nt	101.9	93.7	101.0	98.1	nt	109.9
C=CCOC(=O)C1=C(C)NC2=C(C(=O)CC(C)(C)C2)C1c1ccc(OC)cc1 (stereo unspecified)	96.2	94.1	99.0	102.1	97.4	81.1	104.3	90.6
CC1CC(O)C2C3(C)CCCC2(COC3=O)C12CCC1(CCOC1=O)O2 (stereo unspecified)	113.8	96.1	101.7	107.1	103.3	114.3	115.7	99.0
O=Cc1ccc(/C=C2/SC(=O)NC2=O)cc1	110.3	101.4	103.5	61.0	93.9	87.0	105.8	100.5
CCOC(=O)/C=C(\CC(=O)O)Nc1ccccc1	95.4	103.6	105.8	100.4	101.4	112.8	96.5	110.9
COc1cc(/C=C2\C(=O)N(CCCn3c4ccccc4c(=O)c4ccccc43)c3ccccc32)cc(OC)c1O	92.5	71.6	84.9	58.2	43.1	65.1	64.7	60.9
S=C(Nc1ccc(OCc2nc3ccc(Cl)cc3[nH]2)cc1)NC1CCCCC1	33.3	13.5	17.3	-100.0*	0.8*	-12.7*	-21.6*	14.8
CC(=O)c1cc(F)ccc1O	103.8	106.4	95.8	96.0	98.6	102.8	97.9	114.7
COc1ccc(CN2c3ccccc3Oc3ccccc32)cc1F	58.9	70.1	58.1	59.0	42.7	nt	59.2	62.3
CCCCCCCCCCCCCCCCCCOc1ccccc1CC(=O)OCC[N+]1(C)CCCC1	75.3	67.0	62.0	-94.4*	32.3	23.3	31.0	30.3
O=C(Nc1ncc(Cc2ccccc2)s1)C1=NCCCCN1	106.8	107.4	96.7	97.0	90.6	98.9	114.8	105.9
CC(=O)Nc1cc2c(cc1Cl)C(=O)c1ccccc1C2=O	97.0	105.4	74.4	97.8	59.0	88.2	119.1	nt

Ordered by heavy-atom count (ascending): part of the list above.
Structure	UACC-257	BT-549	T-47D	LOX IMVI	MCF7	UACC-62	MALME-3M	HS 578T
CC(=O)Nc1cc2c(cc1Cl)C(=O)c1ccccc1C2=O	97.0	105.4	74.4	97.8	59.0	88.2	119.1	nt
CCCCCCCCCCCCCCCCCCOc1ccccc1CC(=O)OCC[N+]1(C)CCCC1	75.3	67.0	62.0	-94.4*	32.3	23.3	31.0	30.3
COc1cc(/C=C2\C(=O)N(CCCn3c4ccccc4c(=O)c4ccccc43)c3ccccc32)cc(OC)c1O	92.5	71.6	84.9	58.2	43.1	65.1	64.7	60.9

The main list resumes with the 3 entries that preceded the break.
Sequence of screens: UACC-257 | BT-549 | T-47D | LOX IMVI | MCF7 | UACC-62 | MALME-3M | HS 578T
CCCCCCCCCCCCCCCCCCOc1ccccc1CC(=O)OCC[N+]1(C)CCCC1
→ 75.3 | 67.0 | 62.0 | -94.4* | 32.3 | 23.3 | 31.0 | 30.3
O=C(Nc1ncc(Cc2ccccc2)s1)C1=NCCCCN1
→ 106.8 | 107.4 | 96.7 | 97.0 | 90.6 | 98.9 | 114.8 | 105.9
CC(=O)Nc1cc2c(cc1Cl)C(=O)c1ccccc1C2=O
→ 97.0 | 105.4 | 74.4 | 97.8 | 59.0 | 88.2 | 119.1 | nt
Nc1cccc(C(F)(F)F)c1
→ 101.6 | 107.9 | 101.5 | 104.6 | 95.5 | 92.1 | 111.1 | 110.0
BrC1=C[C@H](c2ccccc2)[C@@H](C2CCCCC2)[C@@]12CCCO2
→ 97.9 | nt | 103.0 | 103.6 | 96.7 | 88.4 | 89.1 | 100.0
CCCC/C=N\NC(=O)C[N+](C)(C)C
→ 104.9 | 110.3 | 105.4 | 98.1 | nt | 95.4 | 110.8 | 113.1
O=[N+]([O-])c1cccc(F)c1O
→ 111.5 | 108.7 | 104.8 | 100.0 | 101.2 | 98.4 | 106.9 | 102.3
CCOC(=O)C1=C(c2ccccc2)N=C2SC=C(c3cccc([N+](=O)[O-])c3)N2C1c1ccc(O)cc1 (stereo unspecified)
→ 96.1 | 95.1 | 93.5 | 95.4 | 95.1 | 92.7 | 96.7 | 101.9
Cn1c(=O)c2c(c3ccccc31)OC(N)=C(C#N)C21C(=O)c2ccccc2C1=O
→ 108.5 | 87.2 | 96.3 | 97.5 | 90.0 | 89.8 | 86.5 | 81.5
O=C(Nc1ccc2c(c1)C(N1CCOCC1)c1ccccc1-2)C(F)(F)F (stereo unspecified)
→ 108.2 | 108.0 | 92.4 | 93.6 | 96.1 | 93.0 | 133.6 | 99.7
COc1cc([C@H]2[C@]3(C(N)=O)C(N)=NC(=C(C#N)C#N)[C@]23C#N)cc(OC)c1OC
→ 109.1 | 120.2 | 100.5 | 97.2 | 93.8 | nt | nt | 112.5
CCC(=O)NNc1nccc(Nc2ccc(S(=O)(=O)Nc3ccncc3)cc2)n1
→ 98.2 | 117.7 | 99.8 | 97.8 | 99.1 | 94.9 | 103.0 | 100.5
CC(NCCC(c1ccccc1)c1ccccc1)c1ccccc1 (stereo unspecified)
→ 64.4 | 83.1 | 109.3 | 74.6 | 74.8 | 93.3 | 74.1 | 82.8
Fc1ccc(Br)cc1Br
→ 99.3 | 93.4 | 105.9 | 93.7 | 105.0 | 106.5 | 96.2 | 104.1
O=C(Nc1cccc(OC(F)(F)F)c1)Nc1ccc2oc(=O)ccc2c1
→ 81.6 | 80.5 | 30.6 | 56.9 | 43.0 | 48.5 | 76.1 | 88.5
C=C1C(=O)O[C@H]2[C@H]1CC/C(COC(=O)NCc1c[nH]c3ccc(F)cc13)=C\CC[C@@]1(C)O[C@@H]21
→ 14.3 | -51.6* | -58.3* | -83.4* | 22.4 | -75.1* | -68.8* | 50.0
CCCc1cc2c(cc1N(C)S(=O)(=O)c1ccccc1)OCO2
→ 99.7 | 93.7 | 78.2 | 79.5 | 98.1 | 76.3 | 92.9 | 97.3
COc1cccc(C(=O)CSc2nc(-c3ccc(OCc4ccccc4)c(OC)c3)c(C#N)c(=O)[nH]2)c1
→ 94.0 | 102.0 | 90.7 | 85.7 | 91.3 | 90.9 | 98.3 | 90.8
COc1ccc([C@H]2[C@H](C(=O)N(C)C)c3ccccc3C(=O)N2c2ccc(OC)cc2)cc1
→ nt | 103.3 | 96.6 | 96.2 | 98.8 | 92.8 | 104.6 | 92.3
CCN(CC)CCCC(C)Nc1ccnc(/C=C/c2ccc(Cl)cc2)c1 (stereo unspecified)
→ -77.7* | 29.1 | -4.4* | -71.2* | -26.6* | -55.8* | -60.6* | 47.1
COc1cc(C2CC(c3ccc(Nc4ccnc5cc(Cl)ccc45)cc3)=NN2c2ccc(Cl)cc2)cc(OC)c1OC (stereo unspecified)
→ 61.3 | 68.4 | 41.3 | 56.3 | 29.4 | 22.2 | nt | 61.6
COCCCN1CCN(c2ccccc2OC)CC1
→ 91.9 | 101.2 | 150.8 | 102.2 | 105.5 | 103.7 | 115.2 | 113.0
c1ccn(CCc2ccncc2)c1
→ 102.5 | 100.9 | 109.0 | 107.3 | 101.8 | 96.1 | 90.7 | 105.1
COc1ccc(-c2noc(N)c2-c2cc(OC)c3c(c2OC)OCO3)cc1
→ 103.4 | 96.9 | 90.0 | 95.3 | 100.0 | 97.2 | 93.1 | 100.4
O=C1CC(c2ccc(Cl)cc2)c2cnn(Cc3ccc4c(c3)OCO4)c2N1 (stereo unspecified)
→ nt | 81.9 | 66.9 | 87.7 | 95.2 | 80.2 | 95.1 | 90.9
CNC[C@@H](O)c1ccc(O)c(O)c1
→ 118.3&86.0 | 86.8&94.8 | 107.9&103.0 | 104.7&95.7 | 110.8&102.4 | 118.4&96.7 | 107.4&102.8 | 116.8&114.2
O=C1C2[C@@H]([C@H]3CO[C@@H]1O3)[C@H]2C(=O)c1cccs1 (stereo partly specified)
→ 95.5 | 102.5 | 89.9 | 102.7 | 102.4 | 100.6 | 99.5 | 96.1
CC[N+](CC)(CCCC(C)[N+]1(Cc2ccccc2)C(C)=CC=C1C)Cc1ccccc1 (stereo unspecified)
→ 84.2 | 82.9 | 77.7 | 90.7 | 81.0 | 73.0 | 87.8 | nt
Cc1ccc(S(=O)(=O)NCCCNc2nccc(-c3c(-c4cccc([N+](=O)[O-])c4)nc4sccn34)n2)cc1
→ 62.0 | 48.6 | 11.3 | 30.1 | 41.2 | 11.7 | 72.2 | 83.8
COc1ccc(-c2nc(SCCC(C)C)nc(NCCO)c2C#N)cc1
→ 98.6 | 102.2 | 72.4 | 89.8 | 94.6 | 87.2 | 115.1 | 94.3
c1ccc(-n2cc3c(c2)-c2oncc2CC3)cc1
→ 109.3 | 91.2 | 91.8 | 85.6 | 92.6 | 88.5 | 105.6 | 104.4
O=C(Nc1cccc(-n2cc(-c3ccncc3)c(-c3ccc(O)c(Cl)c3)n2)c1)c1cccc(C(F)(F)F)c1
→ 33.3 | 43.9 | 15.0 | 33.0 | 13.9 | 37.9 | 24.6 | 41.2
COc1cc(OC)c(S(=O)(=O)NNC(=O)c2ccncc2)cc1C1=NN(C=O)C(c2ccc(Cl)cc2)C1 (stereo unspecified)
→ 102.2 | 98.5 | 96.9 | nt | 101.7 | 99.7 | 102.2 | 94.3
Cc1ccc2c(n1)C[C@H](C(C)(C)O)CC[C@H]2C
→ 104.0 | 112.0 | 96.5 | 101.4 | 94.6 | 94.4 | 94.4 | 111.5
CC(C)(C)c1cc2n(n1)-c1ccccc1CC(=O)N2Cc1ccc(Cl)cc1
→ 86.5 | 84.6 | 73.9 | 88.3 | 82.9 | 91.3 | 98.9 | 100.9
CCCCCCCCCCCCCCCCOc1ccc(S(=O)(=O)Nc2cc(C(=O)OC)cc(C(=O)OC)c2)cc1N
→ 102.6 | 110.5 | nt | 102.0 | 97.2 | 86.2 | 96.0 | 111.6
